GLD-1 RNA inh – GLD-1-TGE RNA interaction inhibition (C. elegans); Q17339; purified GLD-1 + fluorescein TGE RNA, fluorescence polarization; inhibition, % at 5.96 µM; actives 0.44% (n = 320,000); AID 2280;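 active = percent inhibition above a per-plate cutoff, the plate mean of test compounds plus 3 SD, cut at about 30% in these data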;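 note: 0% = DMSO wells with GLD-1 and probe and 100% = wells lacking GLD-1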
Target sequence (Q17339 whole entry, looked up): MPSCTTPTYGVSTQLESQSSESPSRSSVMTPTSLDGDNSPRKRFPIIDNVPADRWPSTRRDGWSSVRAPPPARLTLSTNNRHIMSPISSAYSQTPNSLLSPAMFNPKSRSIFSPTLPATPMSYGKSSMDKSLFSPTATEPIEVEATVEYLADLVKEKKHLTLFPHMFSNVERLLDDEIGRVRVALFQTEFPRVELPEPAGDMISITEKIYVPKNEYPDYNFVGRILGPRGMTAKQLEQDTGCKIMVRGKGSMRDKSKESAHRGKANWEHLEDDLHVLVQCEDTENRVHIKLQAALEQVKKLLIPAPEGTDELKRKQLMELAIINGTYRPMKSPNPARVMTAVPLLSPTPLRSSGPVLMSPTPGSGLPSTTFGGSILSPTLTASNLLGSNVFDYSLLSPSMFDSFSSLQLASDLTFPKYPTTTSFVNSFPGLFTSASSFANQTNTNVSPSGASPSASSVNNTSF
Bcl-xL primary – Bcl-xL (human) inhibition; Q07817; GST-Bcl-xL / FITC-Bim BH3 peptide fluorescence polarization; inhibition, % at 10.9 µM; actives 0.7% (n = 320,000); AID 2129;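 active = inhibition above the mean of all tested compounds plus 3 SD, cutoff set per campaign, cut at about 30% in these data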;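 note: 0% = DMSO wells and 100% = unlabeled Bim-BH3 peptide competitor; inhibitors lower millipolarization by displacing the labeled peptide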
GRK2 aptamer HTS – inhibitors of human GRK2 displacing RNA aptamer | actives 0.59% (n = 330,000) | bead flow cytometry, FAM-aptamer displacement from GRK2 | AID 488847 | inhibition of aptamer binding, % at 10 µM | P25098;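 active = inhibition of aptamer binding above 40%, roughly 3 SD of noise, on plates passing a quality check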;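 note: median bead fluorescence of bound FAM aptamer so fluorescent compounds give negative values; no value below 0 was filed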
VLA-4 inh – inhibition in a human VLA-4 binding assay; inhibition, % (about 7 µM as worked out from the volumes in the protocol); VLA-4 expressing cells, ligand binding flow cytometry; P13612; actives 0.2% (n = 330,000); in the data active = inhibition above about 50%
MEX-5 binding – C. elegans MEX-5 TCR-2 RNA binding activity; actives 0.38% (n = 300,000); AID 1832; activity score (negative = inhibition of binding), % at 10 µM; MEX-5/FITC-TCR2 RNA binding, fluorescence polarization; active compounds read low;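 active = inhibition past about -25% in most replicates, and total fluorescence under double the plate's negative control median, limit read from the data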;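 note: 0% = DMSO and -100% = 5 µM competing unlabeled TCR2 RNA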
Target sequence (Q9XUB2 whole entry, looked up): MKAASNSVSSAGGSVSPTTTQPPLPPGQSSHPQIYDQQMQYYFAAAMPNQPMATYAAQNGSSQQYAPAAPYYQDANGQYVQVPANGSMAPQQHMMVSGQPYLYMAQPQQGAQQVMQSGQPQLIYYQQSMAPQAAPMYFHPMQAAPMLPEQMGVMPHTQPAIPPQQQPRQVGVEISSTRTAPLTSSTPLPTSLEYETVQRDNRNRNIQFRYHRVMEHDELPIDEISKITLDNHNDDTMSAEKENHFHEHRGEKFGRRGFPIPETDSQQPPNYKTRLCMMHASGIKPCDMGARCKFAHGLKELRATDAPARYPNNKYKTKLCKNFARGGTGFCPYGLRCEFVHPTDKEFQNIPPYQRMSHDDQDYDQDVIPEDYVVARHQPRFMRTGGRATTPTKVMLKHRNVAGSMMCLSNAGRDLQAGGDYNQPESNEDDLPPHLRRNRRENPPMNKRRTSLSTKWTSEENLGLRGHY
Fam108B counter – blocks mouse Fam108B hydrolase in RBBP9 counter-screen. recombinant Fam108B, FP-Rh probe fluorescence polarization. inhibition, % at 9.51 µM. actives 0.33% (n = 300,000). AID 1947;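 active = inhibition above the screen mean inhibition plus 3 SD, computed separately per campaign, cut at about 18% in these data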;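 note: inhibitors lower polarization as less probe binds the enzyme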
AGP1 TOR yeast – alters AGP1-GFP fluorescence in TOR pathway yeast screen. GFP response vs DMSO, % at 10 µM. S. cerevisiae AGP1-GFP multiplex flow cytometry, 3 h; GFP as percent of DMSO wells. actives 0.02% (n = 320,000);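 active = GFP response relative to DMSO above a set limit, near screen average plus 3 SD, cut at about 150% in these data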;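 note: median GFP channel fluorescence of the gated AGP1 strain per well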
CIT2 TOR yeast – alters CIT2-GFP fluorescence in TOR pathway yeast screen; S. cerevisiae CIT2-GFP strain, flow cytometry, 3 h; 100 means same as DMSO wells; GFP response vs DMSO, % at 10 µM; actives 0.065% (n = 320,000); AID 2029;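 active = GFP response relative to DMSO above a set limit, near the screen mean plus 3 SD, cut at about 150% in these data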;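 note: ratio of well median GFP fluorescence to mean of DMSO wells on the plate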
MCL1-BIM inh – inhibitors of human MCL1 binding to BIM-BH3 peptide. Q07820. GST-MCL1 / FITC-Bim-BH3 fluorescence polarization. inhibition, % at 10.9 µM. actives 0.68% (n = 320,000). AID 2057;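 active = inhibition above the mean inhibition of all tested compounds plus 3 SD, set per campaign, cut at about 40% in these data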;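 note: 0% = DMSO wells and 100% = unlabeled Bim-BH3 peptide control; higher means more loss of mP so more displacement of Bim peptide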
* = called active by the depositor; . = not tested or not shown.

(1) COc1ccc(OC)c(NC(=S)NCCC(c2ccccc2)c2ccccc2)c1
(2) NC(=O)C1CCN(C(=S)NCCc2ccccc2)CC1
(3) COC(=O)Cc1c(C)c2ccc(OCC(=O)N3CCCC3)c(C)c2oc1=O
(4) CN(C(=O)c1ccc(Cl)cc1)C1=CCCCC1CCC#N (centres undefined)
(5) O=C(c1cc(COc2c(F)cccc2F)on1)N(Cc1ccccc1)CC1CC1
(6) Cc1cc(NC(=O)Cn2cc([N+](=O)[O-])cn2)n(Cc2ccc(F)cc2)n1

Compound,1,2,3,4,5,6
AGP1 TOR yeast,97,89,87,96,105,110
VLA-4 inh,-1,7,1,18,21,2
Bcl-xL primary,1,2,5,3,3,2
Fam108B counter,-2,6,11,-2,-1,2
CIT2 TOR yeast,98,195*,95,96,102,105
MCL1-BIM inh,0,5,5,2,3,-2
MEX-5 binding,0.0,-2.0,-1.6,2.4,0.0,-0.3
GRK2 aptamer HTS,0,0,0,3,0,0
GLD-1 RNA inh,4,-1,2,0,5,-3

(7) COc1ccc(/C=C/C(=O)OCC(=O)Nc2ncc(Cl)cc2Cl)cc1
(8) O=C(CCNS(=O)(=O)c1cccc2nonc12)NCCc1ccc(Cl)cc1
(9) Cc1nn(C(C)c2nc(-c3ccccc3)no2)c(C)c1[N+](=O)[O-] (centres undefined)
(10) O=C(CSc1ncccc1C(=O)O)NC1CCCCC1
(11) CC(Oc1ccccc1F)c1nnc(SCC(=O)N(c2ccccc2)C2CCS(=O)(=O)C2)o1 (centres undefined)
(12) CN(C)S(=O)(=O)c1ccc(C(=O)Nc2ccccc2C(=O)O)cc1

Compound,7,8,9,10,11,12
AGP1 TOR yeast,100,99,96,106,98,100
VLA-4 inh,6,22,-50,8,-1,7
Bcl-xL primary,.,2,3,-3,.,8
Fam108B counter,.,-2,-5,2,.,-9
CIT2 TOR yeast,97,90,91,101,97,97
MCL1-BIM inh,.,9,8,-5,.,-6
MEX-5 binding,.,1.1,2.6,2.3,.,0.3
GRK2 aptamer HTS,3,0,1,3,5,2
GLD-1 RNA inh,4,-4,1,1,5,-6

(13) O=C(CCN1CCN(Cc2ccccc2)CC1)NNC(=O)Nc1cccc(C(F)(F)F)c1
(14) Cc1nc(Nc2ccc(S(N)(=O)=O)cc2)oc1C
(15) O=C(OCc1ccc(F)cc1)c1cc(=O)c2ccccc2o1
(16) N#CC1=C(N)Oc2cc(O)c(C=Nc3ccccc3)cc2C1c1ccccc1 (centres undefined)
(17) CCCCNC(=O)c1onc(CSc2ccccc2CC)c1C(=O)O
(18) O=C(Nc1cc(Sc2ccccn2)cc([N+](=O)[O-])c1)c1cccc(Cl)c1

Compound,13,14,15,16,17,18
AGP1 TOR yeast,102,93,98,99,.,99
VLA-4 inh,3,2,2,0,.,7
Bcl-xL primary,0,4,1,10,-5,2
Fam108B counter,6,4,-3,-4,-6,-1
CIT2 TOR yeast,.,87,109,98,.,102
MCL1-BIM inh,2,1,3,8,-11,8
MEX-5 binding,0.0,0.3,-1.9,-1.7,2.3,-0.3
GRK2 aptamer HTS,0,0,1,3,.,0
GLD-1 RNA inh,-1,-6,6,2,-11,0

(19) c1ccc(-c2nnc(N3CCN(c4ccccn4)CC3)c3ccccc23)cc1
(20) COC(=O)c1ccccc1NC(=O)c1noc2c1CCC2
(21) O=C(Nc1ccc(F)cc1)c1ccc2c(=O)n3c(nc2c1)CCCCC3
(22) Cc1ccc(-c2c(C(=O)N/N=C/C3CC=CCC3)nnn2-c2nonc2N)cc1 (centres undefined)
(23) O=C(Cc1ccc(Cl)cc1)NCCCn1ccnc1
(24) COCc1nc2sc(C)c(C)c2c(=O)[nH]1

Compound,19,20,21,22,23,24
AGP1 TOR yeast,98,95,101,103,100,99
VLA-4 inh,-4,2,1,8,2,11
Bcl-xL primary,3,12,1,-1,-12,1
Fam108B counter,-3,6,1,-1,-4,2
CIT2 TOR yeast,101,98,98,110,104,93
MCL1-BIM inh,-1,41*,4,1,-5,-1
MEX-5 binding,-0.9,-5.5,-1.0,-0.9,1.3,0.6
GRK2 aptamer HTS,2,19,0,0,0,0
GLD-1 RNA inh,-3,0,0,0,2,-6

(25) O=C(NCc1ccccc1)C(=O)NCC1OCCN1S(=O)(=O)c1cccs1 (centres undefined)
(26) O=C1c2ccccc2-c2c1cccc2C(=O)N1CCOCC1
(27) Cc1ccc(-n2cc(C(=O)c3ccc4ccccc4c3O)cn2)cc1
(28) NC(=O)Nc1ccc2c(c1)OCCO2
(29) O=C(Nc1ccccc1)OCC(CN1CCCCC1)OC(=O)Nc1ccccc1 (centres undefined)
(30) Cc1cccc(NC(=O)c2cccc(NS(=O)(=O)c3ccc(Cl)cc3)c2)c1

Compound,25,26,27,28,29,30
AGP1 TOR yeast,101,.,98,87,82,94
VLA-4 inh,7,4,38,-8,9,25
Bcl-xL primary,0,3,3,5,0,7
Fam108B counter,-3,2,-1,1,0,2
CIT2 TOR yeast,98,108,103,80,78,106
MCL1-BIM inh,8,-2,0,6,8,0
MEX-5 binding,1.2,1.7,-0.4,0.0,.,3.0
GRK2 aptamer HTS,1,4,0,0,9,2
GLD-1 RNA inh,4,-2,1,7,7,-1

(31) FC(F)(F)c1cc(Cl)c2nnc(-c3cccnc3)n2c1
(32) COC(=O)c1ccccc1NC(=O)CN(CCc1ccccc1)S(C)(=O)=O
(33) O=C(NNC(=S)NC1CC2C=CC1C2)c1cccnc1 (centres undefined)
(34) CCCS(=O)(=O)N1CCCC(C(=O)Nc2ccc3c(c2)CCC3)C1 (centres undefined)
(35) CCc1ccc(/C=C2/SC(N3CCOCC3)=NC2=O)cc1
(36) CCn1c(CSc2nnc(-c3ccc4c(c3)OCO4)o2)nc2cc(S(=O)(=O)N(C)C)ccc21

Compound,31,32,33,34,35,36
AGP1 TOR yeast,103,97,96,102,99,98
VLA-4 inh,-5,3,5,8,6,6
Bcl-xL primary,0,5,4,0,0,-3
Fam108B counter,3,0,4,0,-4,2
CIT2 TOR yeast,101,89,90,94,91,97
MCL1-BIM inh,-3,2,4,8,0,-3
MEX-5 binding,-2.3,-4.6,-4.7,1.7,-0.5,.
GRK2 aptamer HTS,1,0,2,6,1,43*
GLD-1 RNA inh,5,1,4,3,5,-11

(37) CCCNc1nc2c(c(=O)[nH]c(=O)n2C)n1Cc1cccc(Br)c1
(38) CC(Oc1cccc(Cl)c1)C(=O)NNC(=O)c1cccnc1 (centres undefined)
(39) COc1ccccc1N1CCN(C(=O)Nc2cccc(Cl)c2)CC1
(40) CN(c1ccccc1)S(=O)(=O)c1cccc(NC(=O)Cc2n[nH]c(=O)c3ccccc23)c1
(41) CCOC(=O)c1c(NC(=O)c2cccs2)sc2c1CCC2
(42) CCOC(=O)N1CCN(c2cc(NCCC(=O)O)c3c4c(onc24)-c2ccccc2C3=O)CC1

Compound,37,38,39,40,41,42
AGP1 TOR yeast,99,102,96,89,91,100
VLA-4 inh,7,7,6,6,-4,-56
Bcl-xL primary,1,.,3,-9,5,43*
Fam108B counter,-1,.,4,.,5,6
CIT2 TOR yeast,95,109,.,85,94,94
MCL1-BIM inh,-9,.,14,-10,0,33
MEX-5 binding,2.4,.,1.3,.,0.4,.
GRK2 aptamer HTS,2,0,0,0,1,9
GLD-1 RNA inh,10,1,6,3,0,23

(43) Cc1ccccc1OCCCN1C(=O)C(=O)c2cccc(C)c21
(44) CCOC(=O)C1CCN(C(=O)Nc2ccc3snnc3c2)CC1
(45) COc1ccc(OC)c(/C=C2\SC(=S)N(Cc3cccnc3)C2=O)c1
(46) Cc1nc2sccn2c(=O)c1S(=O)(=O)N1CCN(c2ccc(F)cc2)CC1
(47) COc1ccc(C(=O)NC(=S)Nc2ccc3oc(=O)ccc3c2)cc1[N+](=O)[O-]
(48) COc1ccc(C)cc1NC(=O)CCCNC(=O)Cn1cnc2sc(C)c(C)c2c1=O

Compound,43,44,45,46,47,48
AGP1 TOR yeast,96,99,101,98,94,111
VLA-4 inh,37,-5,-109,-8,0,4
Bcl-xL primary,6,1,-23,9,14,5
Fam108B counter,0,0,0,-4,-12,-2
CIT2 TOR yeast,92,108,109,103,99,106
MCL1-BIM inh,0,0,-46,4,20,4
MEX-5 binding,3.0,0.2,-7.7,2.1,-1.5,1.5
GRK2 aptamer HTS,3,0,9,5,4,0
GLD-1 RNA inh,6,-6,-16,-1,-15,-4

(49) O=C(CCc1nnc2ccc(NCc3ccco3)nn12)N1CCN(c2ccccc2F)CC1
(50) Cc1ccccc1C(=O)NC(=S)Nc1ccccc1C(F)(F)F
(51) CCN(CCCNC(=O)Cn1ncc2c([nH]c3ccc(C)cc32)c1=O)c1ccccc1
(52) Fc1cccc(CO/N=C/c2c(-c3ccccc3)nc3ccc(Cl)cn23)c1
(53) O=C(c1ccc2c(c1)N(Cc1ccccc1F)C(=O)c1ccccc1S2(=O)=O)N1CCCC1
(54) COc1ccc(C(=O)NC(=S)Nc2ccc3c(c2)Cc2ccccc2-3)cc1

Compound,49,50,51,52,53,54
AGP1 TOR yeast,95,105,108,96,109,103
VLA-4 inh,-8,3,5,0,9,0
Bcl-xL primary,2,1,-1,2,-1,6
Fam108B counter,0,3,-3,1,-2,-1
CIT2 TOR yeast,93,105,102,103,112,100
MCL1-BIM inh,-4,5,4,-7,3,11
MEX-5 binding,0.9,1.0,-0.5,2.4,-1.0,-4.9
GRK2 aptamer HTS,4,1,48*,0,11,2
GLD-1 RNA inh,-6,1,-5,-1,1,-3

(55) COc1cccc(Nc2nc(-c3sc(NC(=O)c4ccccc4)nc3C)cs2)c1
(56) COc1cc(=O)[nH]c(SCc2c(F)c(F)c(F)c(F)c2F)n1
(57) Cc1cccc(NC(=O)CCCCC(=O)Nc2cccc(C)c2)c1
(58) COc1ccccc1CNC(=O)c1ccccc1NS(C)(=O)=O
(59) COc1ccc(NC(=S)N(CCCN2CCOCC2)Cc2cn(C)c3ccccc23)cc1OC
(60) O=C(NCc1ccc(F)cc1)C1CCCN1C(=O)NCc1ccccc1 (centres undefined)
(61) Cc1nc2cc(NCc3nc4ccccc4n3Cc3ccccc3)ccc2n1C
(62) O=C(Nc1ccc(Cl)c(Cl)c1)N1CCSC1c1ccco1 (centres undefined)

Compound,55,56,57,58,59,60,61,62
AGP1 TOR yeast,.,97,103,.,100,99,103,102
VLA-4 inh,.,0,2,5,-4,5,-14,-1
Bcl-xL primary,-1,-3,3,4,1,1,-2,5
Fam108B counter,4,-2,-2,-3,2,3,-1,-12
CIT2 TOR yeast,.,92,101,94,95,93,103,97
MCL1-BIM inh,-11,-5,5,11,2,0,5,14
MEX-5 binding,2.3,-0.5,-0.7,-0.4,-1.8,2.7,-0.4,1.9
GRK2 aptamer HTS,.,2,0,0,0,0,0,0
GLD-1 RNA inh,1,8,-4,7,2,4,-2,3

No enrichment for hits, and some 2.2% of all compounds hit somewhere here.
